MazF activator: activators of E. coli MazEF toxin-antitoxin RNase | activation, % at 20 µM | P0AE70 | AID 504720 | FAM/BHQ RNA-DNA oligo cleavage fluorescence, 5 h | 0.32% of 350,000 active; in the data active = activation above about 50%
Target sequence (P0AE70 whole entry, looked up): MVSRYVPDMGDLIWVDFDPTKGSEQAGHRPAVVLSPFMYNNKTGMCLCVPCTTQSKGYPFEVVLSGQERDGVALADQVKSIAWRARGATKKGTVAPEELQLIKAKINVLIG
Rv3671c protease: inhibits the M. tuberculosis serine protease Rv3671c; P9WHR9; inhibition, % at 5.96 µM; 0.048% of 320,000 active; in the data active = inhibition above about 38%;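 note: extracellular domain of Rv3671c used as enzyme; 0% = enzyme with DMSO and 100% = no enzyme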
CCHF vOTU inh: CCHFV vOTU protease inhibition | Pep-AMC fluorescence | inhibition, % at 11.5 µM | 0.55% of 370,000 active | AID 651958; note: 0% = vehicle wells with enzyme and 100% = no enzyme wells
FadD28 binding: M. tuberculosis FadD28 bisubstrate binding inhibition; AID 588549; FadD28 bisubstrate probe binding, fluorescence polarization; 0.22% of 360,000 active; inhibition, % at 12.5 µM; in the data active = inhibition above about 8.5%, passing the limit was not always enough; inconclusive = no clear call, values can overlap the other calls
BoNT-F LC inh: blocks Botulinum neurotoxin F light chain protease. Multiplex microsphere protease cleavage assay, flow cytometry. 0.22% of 360,000 active. inhibition, % at 10 µM. AID 588497; in the data active = inhibition above about 35%, passing the limit was not always enough; inconclusive = no clear call, values can overlap the other calls; note: plate controls were buffer without enzyme for full effect and enzyme alone for no effect
Mtb UGM inh: blocks M. tuberculosis UGM enzyme; purified UGM, fluorescence polarization probe displacement; 0.06% of 320,000 active; P9WIQ1; inhibition, % at 10 µM; AID 504406; in the data active = inhibition above about 10%, passing the limit was not always enough; inconclusive = no clear call, values can overlap the other calls
Target sequence (P9WIQ1 whole entry, looked up): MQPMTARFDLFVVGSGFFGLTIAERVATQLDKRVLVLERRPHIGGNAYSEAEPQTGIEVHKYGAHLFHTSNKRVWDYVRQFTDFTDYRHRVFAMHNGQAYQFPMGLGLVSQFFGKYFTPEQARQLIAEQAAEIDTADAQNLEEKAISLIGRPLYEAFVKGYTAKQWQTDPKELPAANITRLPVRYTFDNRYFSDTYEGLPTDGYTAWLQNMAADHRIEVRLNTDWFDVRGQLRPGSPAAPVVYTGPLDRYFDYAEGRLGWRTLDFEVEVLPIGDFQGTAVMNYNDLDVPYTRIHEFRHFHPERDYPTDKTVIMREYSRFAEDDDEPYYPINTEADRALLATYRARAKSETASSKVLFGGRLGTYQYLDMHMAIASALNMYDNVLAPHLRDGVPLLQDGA
GDH-TPI inh: inhibits GDH-TPI coupling enzymes, artifact for Mtb FBA screen; GDH-TPI coupled enzyme counterscreen, NADH absorbance; inhibition, % at 4.8 µM; AID 588335; 1.2% of 360,000 active;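 note: 0% = DMSO wells and 100% = wells lacking the enzyme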
VHR inh abs: blocks human VHR1 dual specificity phosphatase; 0.52% of 290,000 active; recombinant VHR phosphatase, pNPP absorbance; inhibition, % at 13.3 µM; AID 1654; in the data active = inhibition above about 50%; note: some compounds called inactive have numbers as strong as hits
Target sequence (P51452 whole entry, looked up): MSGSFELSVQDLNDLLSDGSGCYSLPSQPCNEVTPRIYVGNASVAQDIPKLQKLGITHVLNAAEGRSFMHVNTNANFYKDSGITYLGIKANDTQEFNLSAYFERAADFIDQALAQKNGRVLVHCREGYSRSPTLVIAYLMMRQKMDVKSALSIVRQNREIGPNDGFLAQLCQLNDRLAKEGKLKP
BioA inh: inhibitors of Mycobacterium tuberculosis BioA enzyme. purified M. tuberculosis BioA enzyme, plate reader. inhibition, % at 9.99 µM. 0.096% of 360,000 active. AID 602481; in the data active = inhibition above about 40%; inconclusive = no clear call, values can overlap the other calls
Mtb FBA inh: inhibits M. tuberculosis FBA enzyme | P9WQA3 | purified M. tuberculosis FBA, fluorescence read-out | inhibition, % at 1 µM | 2.3% of 360,000 active | AID 588726; in the data active = inhibition above about 27%;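 note: 0% = vehicle and 100% = reference inhibitor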
Target sequence (P9WQA3 whole entry, looked up): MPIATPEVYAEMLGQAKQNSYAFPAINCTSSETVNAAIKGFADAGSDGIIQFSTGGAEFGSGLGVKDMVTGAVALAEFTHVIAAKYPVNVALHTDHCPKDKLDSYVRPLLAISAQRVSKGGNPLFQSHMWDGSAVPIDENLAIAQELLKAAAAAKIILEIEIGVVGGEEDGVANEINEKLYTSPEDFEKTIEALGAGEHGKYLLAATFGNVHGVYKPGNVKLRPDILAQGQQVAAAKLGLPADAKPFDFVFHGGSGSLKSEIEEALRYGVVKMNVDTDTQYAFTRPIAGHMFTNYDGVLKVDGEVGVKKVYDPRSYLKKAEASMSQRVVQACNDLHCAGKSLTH
* hit, by the source's call; ? = inconclusive; nt = not tested or not shown; & = joins results of further samples. Cut-off read from the data, not from the text of the source, unless noted: active = inhibition above about 30%; inactive = the rest.

SMILES	MazF activator	Rv3671c protease	CCHF vOTU inh	FadD28 binding	BoNT-F LC inh	Mtb UGM inh	GDH-TPI inh	VHR inh abs	BioA inh	Mtb FBA inh
COc1ccc(NC(=O)C2CC(c3c(F)cccc3Cl)=NO2)cc1OC (stereo not drawn)	7	0	-7	-1.6	?	1.0	0	16	1.8	-2
Cc1cc([N+](=O)[O-])ccc1NC(=O)c1ccc(NC(=O)C(C)C)cc1	0	-4	-6	-0.9	-6	0.5	10	23	0.5	-1
CC1=C(C)C(=O)N(c2ccccn2)C1=O	13	-1	5	-4.8	10	0.7	-5	21	-1.1	-3
COc1ccc(-n2c(=O)[nH]cc(C(=O)Nc3ccc4c(c3)OCCO4)c2=O)cc1	4	6	4	1.1	-8	2.4	-3	4	0.9	1
Cc1ccc(C(=O)Nc2ccc(-n3ccnc3P(=O)(O)c3ccccc3)cc2)cc1	5	2	4	-1.1	-13	-0.4	-1	11	-1.9	-1
Cc1cc(-c2nnc(-c3cc4ccccc4oc3=O)o2)c(C)n1-c1ccccc1	-7	-9	2	-4.6	-2	-1.0	22	26	7.6	4
CC(C)=N/N=C(\c1cccc([N+](=O)[O-])c1)C12CN3CN(CN(C3)C1)C2	4	4	7	-1.7	1	-0.8	8	-2	nt	-3
CCOC(=O)Nc1ccc2c(CN3CCN(S(=O)(=O)c4ccc(C(C)C)cc4)CC3)cc(=O)oc2c1	-20	0	3	-0.3	6	-2.2	4	nt	0.6	2
CCN1C(=O)N[C@@H](c2ccccc2)[C@H](C(=O)OC)[C@H]1C	0	7	3	-1.4	5	0.1	6	nt	-2.0	1
C[C@@H]1CCCCO[C@@H](CN(C)Cc2ccccc2)[C@@H](C)CN([C@H](C)CO)C(=O)c2cc(N(C)C)ccc2O1	4	nt	9	-2.6	-9	nt	8	nt	0.3&0.1	3
CCOC(=O)c1c(NC(=O)CSc2nnnn2-c2ccc3c(c2)OCCO3)sc(C)c1C	-3	1	-7	0.2	-8	2.8	-6	-12	0.1	1
c1ccc2c(c1)nc(N1CCOCC1)c1nncn12	5	3	14	-0.8	4	0.0	2	12	-1.5	-2
O=C(NN1CCCCC1)c1ccccc1	-1	-11	2	0.7	8	-0.7	4	2	2.8	1
Cc1nnc2ccc(-c3cccc(NS(C)(=O)=O)c3)nn12	4	-3	-1	-3.0	-2	0.7	8	22	nt	0
CCN(CC)S(=O)(=O)c1ccc2oc(C(=O)NCC3COc4ccccc4O3)c(C)c2c1 (stereo not drawn)	4	-17	0	-1.6	-10	0.2	4	24	-0.8	1
O=C(NNC(=O)c1cc(-c2ccncc2)nc2ccccc12)Nc1ccc(F)cc1	7	-5	7	-4.9	7	-2.0	3	15	1.4	2
C/C(=N\NC(=O)CCCC(=O)O)c1c(-c2ccccc2)c2cc(Cl)ccc2[nH]c1=O	5	0	3	-2.9	-4	-2.0	10	-38	nt	1
Cc1ccc(N=C(NOC(=O)c2ccccc2)c2nonc2N)c(C)c1	6	-21	5	-1.5	5	0.8	4	26	1.2	0
COc1ccc(Cn2c(=O)[nH]c3cc(C(=O)NCCCOC(C)C)ccc3c2=O)cc1	1	1	0	-2.4	1	-0.1	10	26	-1.0	-1
Cc1occc1C(=O)Nc1cccc(Cl)c1Cl	-1	-1	15	-0.9	0	-1.2	4	10	-0.1	-1
COc1ccc(S(=O)(=O)NC2CCCC2)cc1NC(C)=O	5	-6	12	-0.8	-5	-2.1	10	20	1.6	5
CCOc1ccc(NC(=O)c2cc(S(=O)(=O)N3CCOCC3)cn2C)cc1	8	1	3	0.6	-9	-2.5	-3	37	-2.1	3
CC(NC(=O)c1ccc(Br)o1)c1ccccc1 (stereo not drawn)	-15	1	4	-1.3	0	-0.6	3	12	0.9	5
CSc1nc2ccc(NC(=O)c3c(F)cccc3F)cc2s1	6	6	14	-2.2	-1	-5.9	-2	-11	1.1	-1

Random excerpt: 7 entries already listed.
SMILES	MazF activator	Rv3671c protease	CCHF vOTU inh	FadD28 binding	BoNT-F LC inh	Mtb UGM inh	GDH-TPI inh	VHR inh abs	BioA inh	Mtb FBA inh
C/C(=N\NC(=O)CCCC(=O)O)c1c(-c2ccccc2)c2cc(Cl)ccc2[nH]c1=O	5	0	3	-2.9	-4	-2.0	10	-38	nt	1
Cc1occc1C(=O)Nc1cccc(Cl)c1Cl	-1	-1	15	-0.9	0	-1.2	4	10	-0.1	-1
Cc1ccc(N=C(NOC(=O)c2ccccc2)c2nonc2N)c(C)c1	6	-21	5	-1.5	5	0.8	4	26	1.2	0
Cc1nnc2ccc(-c3cccc(NS(C)(=O)=O)c3)nn12	4	-3	-1	-3.0	-2	0.7	8	22	nt	0
O=C(NN1CCCCC1)c1ccccc1	-1	-11	2	0.7	8	-0.7	4	2	2.8	1
CCN(CC)S(=O)(=O)c1ccc2oc(C(=O)NCC3COc4ccccc4O3)c(C)c2c1 (stereo not drawn)	4	-17	0	-1.6	-10	0.2	4	24	-0.8	1
CCOc1ccc(NC(=O)c2cc(S(=O)(=O)N3CCOCC3)cn2C)cc1	8	1	3	0.6	-9	-2.5	-3	37	-2.1	3

Carrying on:
SMILES	MazF activator	Rv3671c protease	CCHF vOTU inh	FadD28 binding	BoNT-F LC inh	Mtb UGM inh	GDH-TPI inh	VHR inh abs	BioA inh	Mtb FBA inh
O=C(c1cccc2ccccc12)C1CCCN(C(=O)C2CCOCC2)C1 (stereo not drawn)	8	2	-2	-3.3	-8	2.5	11	12	3.1	1
Cc1cccc(-c2nc(Nc3cccc(O)c3)c3ccccc3n2)c1	9	-87	11	-9.6	-34	-1.4	5	34	-2.5	2
COCC(=O)Nc1nnc(SCC(=O)N2CCCCC2)s1	3	-13	-1	-2.2	-1	-2.0	-1	-4	-0.1	1
O=C(NCc1ccc2c(c1)OCO2)c1sccc1Br	-6	4	-15	-1.5	nt	0.0	5	-7	nt	3
Cn1c(=O)n(C)c2cc(NC(=O)CCc3ccccc3)c(Br)cc21	-1	4	-7	2.9	?	-0.2	11	-20	-4.8	4
O=c1c(-c2ccnn2-c2cccc(Cl)c2)cnc2n1CCS2	3	7	8	0.7	4	0.5	5	7	-2.4	3
Nn1c(SCc2ccccc2F)nnc1-c1ccccn1	8	-2	17	-0.8	nt	1.3	9	13	0.4	42*
O=C(NC(=O)c1ccccc1F)Nc1nc(-c2cccs2)cc(C(F)(F)F)n1	-2	-1	3	-0.7	-7	2.8	16	-7	-0.1	9
OC1(C#CCCN2CCCCC2)c2ccccc2-c2ccccc21	2	6	-11	-3.1	2	-1.7	-3	24	1.1	-6
N#CC1=C2SCN(c3ccc(F)cc3)CN2C(=O)CC1c1cccc(F)c1 (stereo not drawn)	-11	5	1	2.6	2	2.5	18	19	1.2	4
CN(c1ccccc1)S(=O)(=O)c1ccc(Cl)c(C(=O)OCC(=O)NC2CCS(=O)(=O)C2)c1 (stereo not drawn)	2	3	-3	-3.4	-9	-0.8	-3	10	nt	-1
COc1ccc([C@H]2CC(=O)C=C(c3ccc4c(c3)OCCO4)C2)cc1	5	-5	-5	-7.8	2	-0.9	24	nt	0.8	0
Cn1c(SCC(=O)N/N=C/C=C\c2ccco2)nc2ccccc21	-12	-1	-3	-3.0	2	0.8	20	0	0.0	-9
O=C(NCc1ccco1)c1ccc(Cl)s1	6	1	5	-1.8	-2	-0.4	4	16	nt	-2
Cc1cc(C(=O)N2CCN(Cc3ccccc3)CC2)on1	3	-3	3	-1.9	-7	1.4	-1	15	-0.5	-1
CCCN1C(=O)c2ccccc2NC1c1ccc(OC)cc1O (stereo not drawn)	6	0	-52	-3.4	-5	0.2	6	7	-0.7	58*
CCCCCn1c(=O)[nH]c2cc(C(=O)N3CCN(Cc4ccc5c(c4)OCO5)CC3)ccc2c1=O	-5	0	-5	-1.6	3	1.2	7	15	-0.8	5
O=c1[nH]c(/C=C/c2ccccc2Cl)nc2ccccc12	-52	-11	-5	-1.2	30	-0.8	12	2	-1.5	5
COc1cccc(NC(=O)c2ccccc2OCc2c(C)noc2C)c1	0	nt	-8	-1.6	nt	nt	-2	nt	-1.4	3
CC(CCc1ccccc1)NC(=O)CSc1cccc[n+]1[O-] (stereo not drawn)	12	1	0	-3.0	5	3.3	-9	26	nt	-2
CCC(C)[C@H](NC(=O)N1CCC(C)CC1)C(=O)OC (stereo partly drawn)	-6	-7	4	-1.8	-1	0.2	-1	-4	nt	0
c1cc2c(cc1C1=NNC(=NC3CC3)SC1)OCCO2	8	2	5	-2.2	-5	-1.4	7	9	nt	0
CC(C)c1ccc(Nc2c([N+](=O)[O-])c(=O)n(C)c3ccccc23)cc1	8	-4	-8	-2.1	nt	1.6	3	35	1.5	-4
COC(=O)C1=C(c2cccc(OC)c2OC)C[C@@H]2CC[C@H]1N2C(=O)N1CCOCC1	4	8	5	-0.1	-9	-2.3	-2	nt	-1.1	0
O=C(OCc1cn(-c2ccc(Cl)cc2)nn1)c1ccccc1	-18	-9	-4	-2.1	-2	-3.2	-7	17	-1.0	0
Cc1nc(SC2C=CS(=O)(=O)C2)n[nH]1 (stereo not drawn)	2	-5	nt	-3.4	-2	-0.4	-4	23	nt	1
CCNC(=S)N/N=C/c1ccc(OCc2ccc(C(=O)OC)cc2)cc1	-1	-3	-1	-0.1	-5	3.5	33*	-8	nt	2
Fc1ccccc1CSc1nnc(-c2cnccn2)n1Cc1ccco1	-5	-4	6	-7.3	7	0.1	0	31	-1.0	-2
CC(C)(C)c1cnnn1-c1ccc(NC(=O)c2ccc(Br)o2)cc1	-3	4	12	-4.2	-5	-1.0	-9	21	6.7	-1
Cc1ccc(CNc2ccc(N3CCN(C)CC3=O)cc2)cc1	10	0	1	-2.3	5	-0.2	8	nt	-0.5	6
COc1ccc(/C=C(\NC(=O)c2ccc(OC)c(OC)c2)C(=O)NCCc2c[nH]c3ccccc23)cc1	6	-4	-8	-0.8	-22	-0.1	8	45	-1.5	5
CC(C)n1c(C(=O)OCC(=O)NCc2ccc3c(c2)OCO3)cc2occc21	-1	0	-12	-2.1	-17	0.3	11	4	nt	-2
COc1ccc(CNC(=O)C2CC(C)=C(C)CC2C(=O)O)cc1OC (stereo not drawn)	6	-6	-10	-3.4	-8	-3.2	4	8	-0.5	-1
Cc1ccc(-c2cc(N)n3nc(-c4ccc(C)cc4)cc3n2)cc1	4	3	-2	-3.7	-9	-1.3	9	16	-0.9	27
O=C(O)c1ccn(COc2ccc(Br)cc2)n1	-3	6	-1	0.7	3	-1.2	7	-10	nt	2
Cc1[nH]c(=O)[nH]c(=O)c1S(=O)(=O)N1CCCC(C(=O)N2CCC(Cc3ccccc3)CC2)C1 (stereo not drawn)	3	-3	-9	-1.6	-3	-3.8	5	-6	0.4	-2
Cc1ccc(CNC(=O)C(=O)NCC2OCCN2S(=O)(=O)c2cccs2)cc1 (stereo not drawn)	0	5	3	-4.1	-3	-1.7	5	8	-1.0	-1
CCOc1cccc2sc(N(CCN(C)C)C(=O)/C=C/c3cccs3)nc12	9	-8	nt	-7.2	7	-2.5	4	10	-1.3	-6
Cc1nn(Cc2ccccc2)c(C)c1C(=O)N1CCN(CC(=O)Nc2ccccc2Cl)CC1	7	-2	6	-3.6	-5	3.8	-8	nt	1.7	1
COc1ccc(NS(=O)(=O)c2cccc(C(=O)NNC(=O)c3ccccc3OC)c2)cc1	4	1	7	-0.2	-13	1.9	15	nt	nt	0
N#Cc1c(-c2ccco2)nc(SCc2ccc(F)cc2)[nH]c1=O	6	-3	3	-20	0	1.4	16	6	-2.0	-1
COc1cc(C(=O)NCC(=O)N2CC=C(c3ccccc3)CC2)cc(OC)c1OC	2	-6	-2	-1.3	0	1.9	7	nt	2.3	2
COc1ccc(C(=O)Nc2ccccc2C(=O)Nc2cc(C)ccn2)cc1	0	-7	10	-2.8	-6	3.0	-5	14	0.5	2
O=C(O)C1=CCNCC1	13	-3	4	-1.2	-4	0.4	0	nt	-0.4	1
O=C(Nc1ccccc1)NC1(C(=O)NCc2cccs2)CCCCC1	-4	-2	-4	0.5	-3	1.1	4	-5	-0.1	3
CC1(C(=O)NS(=O)(=O)c2cccc(Cl)c2)CCN1C(=O)CC1CCCCC1 (stereo not drawn)	nt	nt	21	-0.1	-7	nt	5	nt	4.1	1

Screening results (PubChem)
